Screens (PubChem BioAssay)
E coli Lon inh: E. coli protease La inhibition; P0A9M0; purified E. coli Lon protease, fluorescence polarization; inhibition, % at 7.94 µM; AID 602123; 360,000 compounds, 0.42% hits; in the data active means inhibition above about 13%, passing the limit was not always enough;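 further: 0% = enzyme with probe and DMSO and 100% = no enzyme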
Target sequence (P0A9M0 whole entry, looked up): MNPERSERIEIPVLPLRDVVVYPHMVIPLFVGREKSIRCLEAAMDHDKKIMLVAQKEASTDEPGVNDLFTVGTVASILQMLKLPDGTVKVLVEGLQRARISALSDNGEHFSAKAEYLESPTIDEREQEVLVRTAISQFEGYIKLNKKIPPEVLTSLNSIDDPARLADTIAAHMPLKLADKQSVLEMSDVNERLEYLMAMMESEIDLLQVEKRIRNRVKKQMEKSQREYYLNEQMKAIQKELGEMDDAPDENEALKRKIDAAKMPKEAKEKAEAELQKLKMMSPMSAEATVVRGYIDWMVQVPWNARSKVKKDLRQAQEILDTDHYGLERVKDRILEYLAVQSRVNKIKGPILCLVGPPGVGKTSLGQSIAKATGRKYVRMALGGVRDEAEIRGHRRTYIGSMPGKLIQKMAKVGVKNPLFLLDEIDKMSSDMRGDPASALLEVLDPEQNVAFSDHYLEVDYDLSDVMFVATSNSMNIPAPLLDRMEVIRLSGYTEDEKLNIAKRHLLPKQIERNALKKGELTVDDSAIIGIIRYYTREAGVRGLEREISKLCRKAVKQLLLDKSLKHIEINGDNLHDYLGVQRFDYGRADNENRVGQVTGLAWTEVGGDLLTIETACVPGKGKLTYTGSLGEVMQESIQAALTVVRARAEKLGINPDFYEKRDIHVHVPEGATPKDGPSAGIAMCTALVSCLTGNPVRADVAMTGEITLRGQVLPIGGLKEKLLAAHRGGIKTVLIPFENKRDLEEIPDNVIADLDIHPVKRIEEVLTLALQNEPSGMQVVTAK
MsrA act: activates bovine MsrA enzyme; purified bovine MsrA, absorbance read-out; activation, % at 10.6 µM; 360,000 compounds, 0.3% hits; AID 602163; in the data active means activation above about 7.5%;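 further: 0% = vehicle and 100% = reference activator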
FAS-TE inh: inhibitors of human fatty acid synthase thioesterase domain | inhibition, % at 15 µM | recombinant FAS-TE, OMFH fluorogenic substrate, fluorescence endpoint | P49327 | 360,000 compounds, 0.67% hits;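 active means compounds whose normalised, plate-corrected inhibition of enzyme fluorescence in the single-dose primary screen is 50% or more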;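 further: 0% = DMSO with enzyme and 100% = substrate without enzyme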
PABP1 MLLE inh: blocks PAM2 peptide binding to the PABP1 MLLE domain; P11940; GST-MLLE / FITC-PAM2 fluorescence polarization; inhibition, % at 20 µM; 360,000 compounds, 0.36% hits; in the data active means inhibition above about 35%, passing the limit was not always enough;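 further: plate controls were DMSO wells with GST-MLLE for no effect and wells lacking GST-MLLE protein for full effect; some results filed as inactive read as strong as hits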
Rin1-Abl PPI inh: blocks binding of human Rin1 to Abl; P00519+Q13671; 360,000 compounds, 0.4% hits; inhibition, % at 7.35 µM; AID 588664; TR-FRET Rin1/Abl binding, biochemical; in the data active means inhibition above about 5%, passing the limit was not always enough
MT1-MMP act inh: inhibitors of human MT1-MMP activation; P50281; HT1080 RFP-PRO-GFP cells, GFP/RFP ratio fluorescence, overnight; percent of plate control window, DMSO zero; GFP/RFP ratio change, % at 20 µM; 360,000 compounds, 0.061% hits; AID 651647;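 active means GFP/RFP ratio change of at least 30% with cell ATP level not reduced by more than half and red fluorescence within 50% of control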; further: strong numbers were not always called active
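Assay system – RFP-PRO-GFP reporter HT1080 cells · Compound dosing – single dose of 20 µM compound, 1% DMSO final · Incubation – overnight compound exposure at 37 °C · Measure – GFP/RFP fluorescence ratio · Benchmarks – DMSO wells and RFP-L50D-GFP cells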
CSN deneddyl inh: blocks human CSN-mediated cullin deneddylation; AID 651999; 360,000 compounds, 0.38% hits; Purified CSN, SCF-Nedd8-OG deneddylation, fluorescence polarization; inhibition, % at 12.5 µM; Q92905;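 active means pattern-corrected inhibition above about 35%, with an unprinted fluorescence ratio check between 0.5 and 1.5, limit read from the data, passing the limit was not always enough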;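 further: 0% = enzyme with substrate and 100% = substrate without enzyme; some results filed as inactive read as strong as hits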
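Schedule: reaction 90 min, room temperature / Assay system: HEK293T-derived human Csn5 enzyme / Input: Csn5 at 0.24 nM final / Measure: inhibition of Csn5 cleavage, % / Control set: substrate-only high control, full reaction low control / Technique: fluorescence polarization of the substrate / Buffer or medium: Tris/NaCl/DTT buffer, pH 7.5 / Reagent: SCFSkp2-Nedd8OG substrate at 10 nM final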
MsrA inhibitor: inhibits bovine methionine sulfoxide reductase A | purified bovine MsrA, absorbance read-out | inhibition, % at 15.5 µM | 360,000 compounds, 0.75% hits | AID 651718; in the data active means inhibition above about 4.5%;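 further: 0% = vehicle wells with enzyme and 100% = reference inhibitor wells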
Rpn11 block: blocks the human proteasome subunit Rpn11; calls only at 20 µM; human 26S proteasome, Ub4-pepOG fluorescence polarization; 20S core pre-blocked with epoxomicin; 360,000 compounds, 0.59% hits; O00487;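 active means inhibition at 20 µM, scaled to each plate's controls, above about 33%, limit read from the data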
Target sequence (O00487 whole entry, looked up): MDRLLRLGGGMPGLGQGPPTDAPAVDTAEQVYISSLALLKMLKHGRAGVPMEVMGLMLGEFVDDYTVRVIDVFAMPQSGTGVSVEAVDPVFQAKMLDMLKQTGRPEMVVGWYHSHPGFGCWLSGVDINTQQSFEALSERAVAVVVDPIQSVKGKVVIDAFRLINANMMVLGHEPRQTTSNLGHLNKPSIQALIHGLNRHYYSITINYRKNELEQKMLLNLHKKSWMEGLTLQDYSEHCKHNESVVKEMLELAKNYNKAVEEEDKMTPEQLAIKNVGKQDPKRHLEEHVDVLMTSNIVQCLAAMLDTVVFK
* hit, by the source's call; i = inactive; / = not tested or not shown.

SMILES	E coli Lon inh	MsrA act	FAS-TE inh	PABP1 MLLE inh	Rin1-Abl PPI inh	MT1-MMP act inh	CSN deneddyl inh	MsrA inhibitor	Rpn11 block
CCOCCCNS(=O)(=O)Cc1ccccc1	6	0	-6	-4	-5	-2	1	0.9	i
Cc1nn(C)c(C)c1/C=N/NC(=O)CCn1cc([N+](=O)[O-])cn1	-12	-3	-1	-1	-1	2	-14	-1.3	i
Cc1cc(C)n(C(=O)N(c2ccccc2)c2ccccc2)n1	2	-1	-6	0	-2	-3	0	2.2	i
C=CCn1c(SCCN2CCCCC2)nc2c1c(=O)[nH]c(=O)n2C	-4	-8	-8	14	-2	8	-1	0.4	i
Cc1c(Cc2c(Cl)cccc2Cl)c(=O)ccn1C(C)c1ccccc1 (configuration not stated)	-1	2	-2	-2	2	0	-2	-1.1	i
CCCC(=O)NNc1c2ccccc2nc2ccccc12	-12	0	-10	1	-6	8	2	-0.3	i
CC1(c2nnnn2-c2ccc3c(c2)OCCO3)CCC(=O)N1Cc1cccc(C(F)(F)F)c1 (configuration not stated)	-1	-2	0	/	/	8	-1	-0.4	/
Cc1ccccc1NC(=O)C1CCCN(S(=O)(=O)c2c(C)noc2C)C1 (configuration not stated)	10	-1	-4	3	0	1	-5	0.0	i
Cc1ccccc1N1CCN(C2=NC(=O)/C(=C\c3cccs3)S2)CC1	-2	4	43	-5	-1	-3	-2	3.7	i
CCOC(=O)N1CCN(S(=O)(=O)c2ccc(C(=O)N(CCCN(C)C)c3nc4c(C)c(C)ccc4s3)cc2)CC1	1	1	5	15	-1	1	1	-1.4	i
Cn1cnc(S(=O)(=O)N2CCN(c3cccc(C(F)(F)F)c3)CC2)c1	1	-2	-5	10	-2	3	1	0.3	i
O=C(Cn1c2[n+](c3ccc(C(F)(F)F)cc31)CCCCC2)c1cccc([N+](=O)[O-])c1	-6	-1	5	1	-1	0	2	0.3	i
N#Cc1nc(-c2cccs2)oc1NCc1ccco1	-2	-2	2	-5	-1	5	-4	0.9	i
N#Cc1c(NC(=O)CSc2ccccn2)oc(-c2ccccc2)c1-c1ccccc1	1	-3	21	-2	-3	-1	5	0.9	i
Cc1ccc(Nc2c([N+](=O)[O-])ccc3nonc23)c(C)c1	-3	-2	15	-6	2	7	2	1.4	i
CC1Cc2cc(/C(O)=C3/C(=O)C(=O)N(Cc4ccncc4)C3c3ccc(N(C)C)cc3)ccc2O1 (configuration not stated)	-2	-5	-3	13	-9	-5	-3	0.5	i
CCN(CC)c1ccc(C(=O)NNC(=O)c2ccc3c(=O)n4c(nc3c2)CCC4)cc1	4	-5	-5	16	0	5	-9	3.7	i
C/C(CC(=O)Nc1cccc(C(F)(F)F)c1)=N\NC(=O)C1CCCCC1	1	-1	-6	2	-2	-1	6	-0.6	i
CCCOc1ccc2cc(-c3ccccn3)c(=O)oc2c1	-6	-4	11	17	-1	-1	2	3.7	i
O=C(Nc1nc2ccccc2[nH]1)c1cccc([N+](=O)[O-])c1	-3	-5	10	-10	-1	12	-4	1.4	i
COc1ccc(N2CCN(C(=O)CCS(=O)(=O)c3ccc4c(c3)NC(=O)CO4)CC2)cc1	-2	-3	-3	-21	0	-2	-4	-0.3	i
CC(C)Cc1c2c([nH]c(=S)c1C#N)CCCC2	0	2	-8	36	-11	2	-11	-0.8	i
O=C(NNC(=O)c1cc(Cl)ccc1[N+](=O)[O-])c1csc(N2CCOCC2)n1	-16	-1	-5	5	4	2	-3	1.3	i
Cc1ccc(N2CC(C(=O)Nc3nnc(SCCC4OCCO4)s3)CC2=O)cc1C (configuration not stated)	-6	-3	0	-89	2	2	4	-0.5	i
N#C/C(=C\c1cc(Cl)ccc1O)C(=O)NC1CCCCC1	-7	1	-3	-13	1	5	1	/	i
Cc1ccn(CCNC(=O)C2CCC(=O)N(Cc3ccc(Cl)cc3)C2)n1 (configuration not stated)	3	-10	-5	-1	-3	-1	2	2.6	i
O=C(NCCN1CCOCC1)c1ccc2c(c1)N(Cc1ccc(F)cc1)C(=O)CS2	0	0	-5	-13	-4	-2	2	-0.7	i
O=C(NCc1ccccc1)C(C(=O)c1ccc(F)cc1)n1ccccc1=O (configuration not stated)	1	-1	-5	-10	-1	1	-2	-0.4	i
Cc1c(Cl)c([N+](=O)[O-])nn1CCCC(=O)NCCc1ccccc1	-2	-4	45	11	0	1	-2	1.9	i
N#Cc1c2ncn(CC(=O)c3ccc(Br)cc3)c(=O)c2c2n1CCC2	7	-11	10	9	-2	-2	-1	-0.5	i

The list goes on; the last 5 above are carried over.
SMILES	E coli Lon inh	MsrA act	FAS-TE inh	PABP1 MLLE inh	Rin1-Abl PPI inh	MT1-MMP act inh	CSN deneddyl inh	MsrA inhibitor	Rpn11 block
Cc1ccn(CCNC(=O)C2CCC(=O)N(Cc3ccc(Cl)cc3)C2)n1 (configuration not stated)	3	-10	-5	-1	-3	-1	2	2.6	i
O=C(NCCN1CCOCC1)c1ccc2c(c1)N(Cc1ccc(F)cc1)C(=O)CS2	0	0	-5	-13	-4	-2	2	-0.7	i
O=C(NCc1ccccc1)C(C(=O)c1ccc(F)cc1)n1ccccc1=O (configuration not stated)	1	-1	-5	-10	-1	1	-2	-0.4	i
Cc1c(Cl)c([N+](=O)[O-])nn1CCCC(=O)NCCc1ccccc1	-2	-4	45	11	0	1	-2	1.9	i
N#Cc1c2ncn(CC(=O)c3ccc(Br)cc3)c(=O)c2c2n1CCC2	7	-11	10	9	-2	-2	-1	-0.5	i
O=C(CN1C(=O)NC2(CCCC2)C1=O)Nc1nc2ccc(F)cc2s1	-11	-2	-4	-8	0	-1	0	0.7	i
CCCc1cc(=O)[nH]c(/N=C(/NC(=O)C(C)N2C(=O)c3ccccc3C2=O)Nc2ccccc2)n1 (configuration not stated)	4	-7	-2	-9	5	1	-2	-0.3	i
Cc1ccc(NCc2ccncc2)c(Br)c1	0	-2	-2	11	-1	2	-12	-0.9	i
CN(C)C(=O)CSc1nc2ccccc2n1CC(=O)N1CCN(c2ccccc2)CC1	11	0	-2	-9	-3	2	3	-0.1	i
Cc1ccc(/C=N/NC(=O)CN2CCN(Cc3ccccc3)CC2)o1	0	-3	-8	6	-3	0	1	0.3	i
COC(=O)c1ccc2c(=O)n(CCN3CCOCC3)c(SCC(=O)c3ccccc3)nc2c1	-12	-9	0	11	-1	-4	-4	-1.6	i
CCC(C)(C)n1nnnc1CN1CCc2ccccc21	-8	-5	-5	-13	-3	-2	7	1.1	i
Cc1c(-c2ccc(Cl)cc2)[n+](=O)c(-c2ccccc2)cn1[O-]	-6	1	-9	-5	-2	3	-1	-0.8	i
CCc1cccc(OCCOCCN2CCCC2)c1	6	-3	-4	-8	0	3	3	-0.2	i
Cc1ccc(S(=O)(=O)/N=C(/NNC(=O)c2cccc(Cl)c2)c2ccccc2)cc1	-4	-14	1	-2	3	-5	0	0.1	i
Cc1ccc(-c2n[nH]c(=S)n2C)cc1	-3	7	-3	-8	-2	6	-7	0.5	i
CC(C)Cn1cnc2c(SCc3ccccn3)nc(N)nc21	0	-4	-10	12	6	1	0	1.4	i
Cc1cccc(-c2sc(Nc3ccccc3)n[n+]2-c2ccc(F)cc2)c1	-12	-2	-17	-115	3	-2	3	0.1	i
N#Cc1c(-c2ccccc2)nc(-c2ccccc2)nc1N1CCOCC1	0	0	20	-5	2	-9	3	-0.6	i
COc1ccc(/C=C(\NC(=O)c2ccccc2)C(=O)N2CCN(C)CC2)cc1OC	3	3	-9	1	0	2	1	1.7	i
Cc1ccc(C2(C)NC(=O)N(CC(=O)Nc3ccccc3N3CCCCC3)C2=O)cc1 (configuration not stated)	-3	-2	8	10	1	1	0	-1.8	i
COc1ccccc1C1=NOC(Cn2c(=O)c3c(ncn3C)n(C)c2=O)C1 (configuration not stated)	12	1	1	-3	-1	0	-3	-0.6	i
O=C(c1cccc(Cl)c1)N1CCN(Cc2ccc3c(c2)OCO3)CC1	0	-5	-4	5	-1	3	-1	0.4	i
CC(=O)Nc1ccc(OCC(O)Cn2cncn2)cc1 (configuration not stated)	3	-10	-2	-8	-4	1	2	-1.6	i
O=Cc1c(C(=O)O)n(CC(=O)O)c2ccccc12	-9	-4	-8	-2	1	0	-6	1.9	i
Cc1ccc2[nH]c(-c3ccccc3)c(CN(C)C)c(=O)c2c1	-1	-2	-10	-6	0	-3	2	1.5	i
N#C/C(=C\C=C\c1ccccc1)C(=O)NCc1cccnc1	-3	-4	0	6	-3	-6	-2	7.6*	i
O=C(O)c1ccccc1O	2	1	1	-12	-3	2	1	-0.7	i
CCN(CC)CCn1c(C)nc2ccccc21	-4	-4	-2	-4	-1	1	0	0.5	i
O=C(CCCN1C(=O)C2CC=CCC2C1=O)Nc1ccccc1F (configuration not stated)	-9	-4	-6	-4	2	-2	-1	-0.3	i
O=C1NC(=O)C2C3OC(C(Br)C3Br)C12 (configuration not stated)	-2	0	-9	-2	-1	-1	0	1.8	i
CCN(c1ccccc1)S(=O)(=O)c1cccc(C(=O)NCC2(N(C)C)CCCCC2)c1	-2	-2	-6	19	-2	0	0	-0.3	i
CCCn1c(=O)c(C(=O)Nc2cccc(C)c2)c(O)c2ccccc21	-2	-7	18	-11	-5	5	5	2.0	i
COc1ccc(C(=O)NCCCNC(=O)c2cnccn2)cc1	8	-6	-4	-4	4	0	5	-0.6	i
O=C(c1ccc(CSCc2ccccc2F)o1)N1CCN(c2ccc(N3CCOCC3)nn2)CC1	-11	-8	-8	16	-1	3	4	1.0	i
O=C(CCN1C(=O)/C(=C/c2cccs2)SC1=S)Nc1ccc(O)cc1	-30	-2	-5	-32	-5	-6	19	0.1	i
COc1ccc(N2CCN(C(=O)[C@H](C)N3C(=O)C4CC=CCC4C3=O)CC2)cc1 (some centres not stated)	-5	-3	-7	10	-2	0	-1	-1.1	i
N#Cc1c2c(c(Nc3ccc(O)cc3)n3c1nc1ccccc13)CCC2	1	-3	-4	12	-5	3	-6	1.6	i
COc1cc(-c2nc3ccccc3nc2-c2ccc(O)c(OC)c2)ccc1O	3	-3	0	2	-1	-3	1	2.6	i
CCOC(=O)C1=C(N)OC2=C(C(=O)CCC2)C1c1cccnc1 (configuration not stated)	-5	-9	-6	-7	0	0	1	0.1	i
O=C(NCc1ccco1)C12CC3CC(C1)CC(C(=O)NCc1ccco1)(C3)C2	-4	-7	-12	10	3	-1	-4	0.0	i
COc1ccc(S(=O)(=O)N2CCN(C(=O)c3cccc(S(=O)(=O)N4CCCC4)c3)CC2)cc1	-5	-8	-2	-15	-3	0	-1	-0.5	i
CC(C)NC(=O)CSc1nc2ccccc2c(=O)n1CCCOC(C)C	-7	-2	-4	-11	-1	7	3	0.9	i
COC(=O)c1cc2sccc2n1Cc1nc(-c2cccc(Cl)c2)oc1C	-4	-2	30	-5	-4	4	-3	-1.7	i
CN1CCN(CC#CCn2c3ccccc3c3ccccc32)CC1	-3	-1	-6	4	-1	-6	-1	1.6	i
Cc1ccc(NC(=O)CC2SC(=Nc3ccc(O)cc3)NC2=O)cc1 (configuration not stated)	-5	-6	-2	-41	4	-1	-6	-0.3	i
COc1ccc(OCC(=O)Nc2ccccc2N2CCN(C)CC2)cc1	9	-2	-1	13	-3	-8	1	1.1	i
COc1ccccc1N/C(N)=N/c1nc(C)cc(C)n1	-3	-4	-6	15	-2	0	2	-1.7	i
